# Screening data (PubChem BioAssay)
# KOR beta-arrestin-1: kappa opioid receptor activators – cell-based, luminescence, uHTS, primary screen (AID 1777) | KOR beta-arrestin recruitment, luminescence; higher % means a stronger effect | 280,000 tested, 0.02% active | activation, % at 10 µM, or EC50 in µM where a hit was titrated; in the data active = activation above about 50%, passing the limit was not always enough; note: a part of the inactive calls stands beside numbers as strong as those of hits
# GPR35 antagonists: GPR35 antagonists blocking zaprinast-driven arrestin recruitment, primary screen, imaging, U2OS, beta-arrestin-GFP, zaprinast agonist (AID 2058); one-dose inhibition, % at 10 µM; IC50 in µM for titrated hits; U2OS GPR35 beta-arrestin-GFP translocation imaging, zaprinast antagonism; higher % means a stronger effect; 290,000 tested, 0.052% active;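 active = inhibition of at least 50% with at least 30 cells and total cytoplasm GFP at most 10,000,000; inconclusive = under 30 cells or total GFP of 10,000,000 plus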
# NOD1 NF-kB reporter: inhibition of NOD1-driven NF-kB reporter – cell-based, luminescence, uHTS, primary screen (AID 1578) | 290,000 tested, 1% active | inhibition, % at 4 µM, or EC50 in µM where a hit was titrated | NOD1-driven NF-kB luciferase reporter cells, luminescence; higher % means a stronger effect; in the data active = inhibition mostly above about 36%, no sharp cut-off; inactive = mostly below about 34%;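 note: HEK-293T reporter cells stimulated with the NOD1 agonist gamma-tri-DAP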
# KOR beta-arrestin-2: kappa opioid receptor blockers – cell-based, luminescence, uHTS (AID 1778); KOR beta-arrestin recruitment, luminescence, antagonist mode; higher % means a stronger effect; inhibition, % at 10 µM; hits with a dose series show IC50 in µM; 290,000 tested, 0.091% active; note: strong numbers were not always called active
# GPR55 LPI antagonism: GPR55 antagonists blocking LPI-driven arrestin recruitment, primary screen, imaging, U2OS, beta-arrestin-GFP, LPI agonist (AID 2013). 290,000 tested, 0.13% active. U2OS GPR55 beta-arrestin-GFP translocation imaging, LPI antagonism; higher % means a stronger effect. one-dose inhibition, % at 10 µM; IC50 in µM for titrated hits;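 active = spots per cell inhibited over 60%, with over 100 cells counted and total cytoplasm intensity under 500,000; inconclusive = wells with under 100 cells, flagged as likely toxic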;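 note: U2OS cells stably carrying GPR55 and arrestin-GFP stimulated by 5 µM LPI near EC80; imaged beta-arrestin-GFP aggregate spots per cell after agonist stimulation; plate controls were LPI-stimulated DMSO wells for no effect and DMSO wells without LPI for full effect; some results filed as inactive read as strong as hits; confirmed hits need IC50 under 10 µM and bright autofluorescent wells are also inconclusive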
# HEK293 NOD2/NF-kB: NOD2 signaling inhibitors, cell-based, luminescence, uHTS, HEK293 (AID 1566); HEK293 NOD2/NF-kB luciferase reporter, luminescence; higher % means a stronger effect; one-dose inhibition, % at 4 µM; EC50 in µM for titrated hits; 290,000 tested, 0.63% active; note: many of its hits are not listed in these tables
# GPR55 beta-arrestin: GPR55 agonists via beta-arrestin recruitment, primary screen, imaging, U2OS cells, beta-arrestin-GFP redistribution (AID 1961); U2OS GPR55 beta-arrestin-GFP redistribution imaging; higher % means a stronger effect; activation, % at 10 µM; hits with a dose series show EC50 in µM; 290,000 tested, 0.048% active;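 active = activation above 40% with more than 50 cells counted in the well; inconclusive = wells holding fewer than 50 cells, flagged as toxic or sparse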;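 note: U2OS osteosarcoma cells stably expressing GPR55 and beta-arrestin-GFP; plate controls were DMSO negative control for no effect and LPI positive control for full effect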
# Myeloid diff MLP: myeloid differentiation induction; AID 624256; 360,000 tested, 1% active; calls only at 10 µM; ER-HoxA9 myeloid progenitors, lysozyme-GFP differentiation, flow cytometry;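 active = normalized GFP-positive differentiation at or above the plate's own cutoff, the solvent-only control mean plus 3 SD; inconclusive = no clear call, values can overlap the other calls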;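 note: cells exposed to compound for four days before flow analysis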
# HIV peptide binding: inhibitors of HIV fusion peptide binding, primary screen, biochemical, uHTS, fluorescence dequenching (AID 1986); cell-free peptide binding, fluorescence dequenching, 30 min; higher % means a stronger effect; inhibition, % at 20 µM; hits with a dose series show IC50 in µM; 290,000 tested, 0.3% active; in the data active = inhibition mostly above about 52%, no sharp cut-off; inactive = mostly below about 76%; note: some results filed as inactive read as strong as hits
# Myeloid diff MLP GFP+ MAC1+ %: also measured in Myeloid diff MLP; calls as there; GFP+ MAC1+ double positive, %; measured here: differentiation confirmed by MAC1 staining
# The depositor's hits bear a star; i = inactive; ? = inconclusive; nt = not tested or not shown; & = joins results of further samples; [ ] = dose if it differs, or a comment. Cut-off read from the data, not from the text of the source, unless noted: active = inhibition above about 50%; inactive = the rest. These rows are one share of the data, so the mix of outcomes need not match the whole.
mol,KOR beta-arrestin-1,GPR35 antagonists,NOD1 NF-kB reporter,KOR beta-arrestin-2,GPR55 LPI antagonism,HEK293 NOD2/NF-kB,GPR55 beta-arrestin,Myeloid diff MLP,Myeloid diff MLP GFP+ MAC1+ %,HIV peptide binding
CC(C)c1ccc(S(=O)(=O)N2CCN(CC(=O)c3ccc(O)c(O)c3)CC2)cc1,-2.1%,-9.3%,-11.2%,-18.4%,4.3%,13.0%,-0.2%,i,0.0,14.0%
Cc1ccc(C(=O)N/N=C/c2ccc(-c3cccc(C(F)(F)F)c3)o2)cn1,3.4%,27.2%,-4.9%,-69.3%,-5.3%,-21.6%,-0.1%,?,nt,-0.9%
CCC(C)(C)NC(=O)c1ccc(Sc2nncn2C)c([N+](=O)[O-])c1,11.6%,-14.4%,-27.1%,-18.7%,9.9%,3.1%,-0.3%,i,1.2,-0.1%
O=C(CSc1nc(O)c(C2CCCCC2)c(=O)[nH]1)N1CCOCC1,0.0%,-8.5%,-23.8%,-14.2%,1.6%,16.7%,-0.1%,i,0.2,-0.4%
CCOC(=O)c1sc(N/N=C/c2cc(Br)c(O)c(OC)c2)nc1C,-0.9%,-21.0%,-13.7%,-21.7%[20 µM],-10.2%,-11.5%,-0.2%,i,0.2,13.2%
O=C(O)C1C2C=CC(C2)C1C(=O)NCCCN1CCOCC1 (stereo unspecified),0.0%,-7.4%,-9.3%,-31.7%,1.1%,8.2%,0.2%,i,0.4,1.9%
CC(C)CC(=O)N1CCN(S(C)(=O)=O)CC1,-2.4%,-4.0%,10.4%,-14.2%,4.9%,6.9%,0.4%,i,1.4,-1.8%
CC1CCCCN1CC(=O)Nc1ccc(N2CCCCCC2)cc1 (stereo unspecified),nt,18.3%,9.9%,-16.6%[20 µM],12.7%,-13.6%,-0.1%,i,0.1,-2.7%
O=C(NC1CCCCC1)C(c1ccc2ncccc2c1)N(Cc1ccccc1)C(=O)c1cccs1 (stereo unspecified),6.8%,-0.4%,-10.9%,-28.8%,-0.4%,14.5%,-0.1%,i,9.0,-1.7%
CCN(C(=O)c1cc2c(=O)[nH]c3ccc(C)cc3c2s1)c1ccccc1C,10.0%,-3.2%,-7.2%,9.9%,7.8%,-112.1%,-0.1%,?,nt,0.9%
COc1ccccc1-c1nc2cc3ccccc3cc2nc1-c1ccccc1,11.1%,-20.4%,-12.4%,-20.8%,14.5%,-0.3%,-0.3%,i,0.3,0.0%
CN1C2CCC1/C(=C/c1cccn1C)C(=O)/C2=C\c1cccn1C,-1.5%,6.2%,45.2%,15.4%,5.5%,-5.2%,-0.3%,i,1.7,15.6%
O=C(O)CCCC(=O)Nc1nc(-c2ccccc2)cs1,3.8%,-5.8%,4.9%,5.9%,3.5%,21.0%,-0.1%,i,1.4,0.1%
O=C(Nc1ccccc1N1CCCC1)c1cccnc1,9.9%,20.1%,-33.3%,1.4%,-7.4%,7.3%,-0.3%,i,2.0,1.5%
COc1ccccc1N1CCN(C2CCCN(C(=O)C3=NN(C)C(=O)CC3)C2)CC1 (stereo unspecified),-1.4%,1.5%,-4.1%,-13.7%,-2.0%,5.1%,0.0%,i,0.0,2.1%
CC1CCCN(c2nc3c(c(=O)n(C)c(=O)n3C)n2CCSc2nc3ccccc3s2)C1 (stereo unspecified),-1.4%,13.1%,7.8%,-22.8%,11.0%,18.8%,-0.2%,i,1.1,-2.5%
CS(=O)(=O)N(CC(=O)N1CCN(c2ccccc2F)CC1)c1cc(C(F)(F)F)ccc1Cl,-3.3%,8.5%,13.7%,-40.2%,11.2%,9.6%,-0.1%,i,1.3,-2.3%
COC(=O)Nc1cc(C(=O)c2ccc(Cl)cc2Cl)c[nH]1,-4.8%,-11.3%,-7.1%,13.1%,11.6%,11.9%,0.0%,i,1.0,5.3%
CCCC(=O)N(CCN(C(=O)CCC)c1ccccc1)c1ccccc1,-1.2%,-5.1%,3.2%,-3.0%,-2.1%,18.4%,0.1%,i,2.4,0.4%
COc1cc(NC(=O)COC(=O)Cc2ccc(-c3ccccc3)cc2)cc(OC)c1,1.7%,1.8%,-0.3%,0.0%,10.0%,-10.4%,0.2%,i,0.2,-1.3%
COc1ccc(S(=O)(=O)Nc2cc(C(=O)NCCC(C)C)ccc2N2CCOCC2)cc1,-0.4%,0.9%,-11.6%,-12.3%,-2.0%,1.5%,-0.1%,i,0.5,1.5%
Cc1cc(C(=O)N/N=C2/CC(C)CC(C)(C)C2)c(C)o1 (stereo unspecified),-2.4%,0.4%,-50.2%,-14.3%,14.4%,-0.4%,-0.3%,i,0.6,-1.5%
O=C(O)c1ccccc1CSc1ccccn1,2.4%,4.1%,-38.1%,-17.7%,2.3%,6.1%,0.1%,i,0.8,-0.2%
Cc1ccccc1NS(=O)(=O)c1cc2c(cc1C)N(C)CCO2,-0.5%,17.1%,7.9%,13.7%[20 µM],2.3%,-10.6%,-0.1%,i,1.4,-1.3%
C/C(=N\Nc1ccc(F)cc1)c1ccncc1,23.8%,6.4%,-27.3%,11.3%,-0.3%,-16.9%,-0.3%,i,0.0,-1.0%
Cc1c(Cl)cccc1NC(=O)c1cccnc1,1.3%,-4.5%,-8.5%,2.9%,11.1%,-4.7%,0.0%,i,0.4,-1.7%
Cc1c(C(=O)NCc2ccc3c(c2)OCO3)oc2ccc(Br)cc12,-0.3%,5.0%,4.5%,-26.4%,13.7%,-29.6%,0.0%,i,1.1,-0.4%
O=C(O)c1ccc(S(=O)(=O)c2ccccc2)cc1,3.6%,-0.7%,2.6%,4.3%,0.2%,8.5%,-0.1%,i,0.6,-1.6%
C=C(C)COc1ccc(-c2n[nH]c(C)c2-c2ccc(Br)cc2)c(O)c1,1.6%,-0.7%,26.5%,-24.9%,-9.1%,-26.5%,0.6%,i,6.1,-1.6%
CCc1nnc(NC(=O)CCNC(=O)c2ccco2)s1,-0.9%,-3.0%,-23.1%,-5.6%,6.3%,-5.6%,0.0%,i,0.9,-1.1%
O=C(CN1C(=O)C2C3C=CC(C3)C2C1=O)Nc1ccc(F)cc1 (stereo unspecified),1.9%,8.5%,-20.1%,6.1%,9.2%,-3.5%,0.7%,i,0.4,-1.4%
Cc1cc(C)cc(N(C(=O)c2ccc3c(c2)OCO3)C2C=CS(=O)(=O)C2)c1 (stereo unspecified),11.1%,19.4%,16.6%,5.7%,4.6%,13.2%,-0.1%,i,5.1,-2.5%
Cc1ccc(NC(=O)[C@@H]2CCCN2S(=O)(=O)c2ccccc2C(F)(F)F)cc1S(=O)(=O)N1CCOCC1,-2.3%,-2.4%,-28.2%,12.0%,7.5%,5.2%,-0.2%,i,0.0,-1.5%
CN1CCN(CCCNC(=O)C2CCN(c3nnc(-n4cccc4)s3)CC2)CC1,0.6%,-1.3%,4.7%,-13.5%,16.0%,10.5%,0.5%,nt,nt,-2.6%
OCC[C@@H]1C[C@@H](O)[C@H](O)[C@]2(OCCCc3ccccc32)O1,-1.6%,-2.5%,14.3%,-20.8%[20 µM],3.2%,6.3%,-0.2%,i,1.1,1.9%
COc1ccccc1/C=N/NC(=O)Cn1cnc([N+](=O)[O-])n1,-0.7%,-9.4%,-25.2%,17.2%,-2.7%,5.5%,-0.5%,i,0.6,0.5%
C/C(COc1ccccc1)=N\NC(=O)c1nnn(-c2nonc2N)c1CSc1ccccc1,-1.8%,13.2%,-2.2%,6.4%,-6.1%,18.6%,0.3%,i,0.4,0.6%
O=c1[nH]c(C2CCN(S(=O)(=O)c3ccccc3)CC2)nc2c1nnn2Cc1ccccc1,-1.4%,-1.0%,-22.3%,-14.3%,17.7%,17.3%,0.0%,i,0.6,1.4%
COCCn1cnc2c1c(=O)n(Cc1ccc(C#N)cc1)c(=O)n2Cc1ccccc1,1.6%,1.6%,-25.3%,-9.4%,-2.9%,1.9%,-0.3%,i,0.8,1.0%
N#C/C(=C(/O)c1ccco1)c1nc2ccccc2s1,5.8%&2.8%,5.2%&-2.2%,-9.8%&-3.1%,10.7%&5.6%,1.8%&8.2%,-54.6%&-78.0%,-0.1%&-0.3%,i,0.4&1.9,3.1%&5.5%
Cc1cc(C)nc(N/N=C/c2ccccc2OCc2cccc(Br)c2)n1,10.0%,-11.8%,-5.3%,-22.4%,5.0%,-17.3%,0.4%,i,0.4,5.6%
Cc1ccccc1Nc1nn2c(=O)c3ccccc3nc2s1,4.5%,11.0%,-50.6%,15.6%,26.9%,-32.9%,-0.1%,i,0.5,-4.2%
CCn1c(SCc2ccccc2)nc2cc(OC)c(OC)cc2c1=O,3.8%,-8.9%,10.5%,-11.8%[20 µM],-14.5%,20.5%,-0.2%,i,0.5,-2.2%
Cn1c(Oc2ccc3c(c2)OCO3)nc2c1c(=O)n(Cc1ccccc1)c(=O)n2C,-2.2%,1.4%,21.8%,34.1%,-5.2%,21.8%,-0.1%,i,0.2,-1.0%
CCN(c1ccccc1)c1cc(C)nc2ncnn12,-2.0%,-9.3%,-32.6%,22.0%,-1.2%,-10.9%,-0.5%,i,2.1,-0.2%
CCOC(=O)C1(CC2CC2)CCN(C(=O)c2cc(C3CC3)nc3ccccc23)CC1,1.7%,7.6%,-4.9%,-17.8%,-11.8%,-32.6%,0.0%,i,0.4,-0.4%
COc1cc(Cl)ccc1OCc1cc(C(=O)N2CCCCC2c2cccnc2)no1 (stereo unspecified),2.2%,5.4%,18.5%,-44.4%,15.4%,-1.4%,-0.2%,i,1.0,-1.7%
O=C(NCc1ccccn1)c1ccc(NC(=O)c2ccco2)cc1,-1.2%,3.3%,2.0%,15.1%,4.0%,15.8%,0.0%,i,0.6,0.6%
CC(=O)Nc1ccc(OS(=O)(=O)c2ccc(C)cc2C)cc1,-2.9%,6.1%,-16.0%,0.9%,3.8%,2.3%,-0.1%,i,0.3,0.0%
N/C(=N/OS(=O)(=O)c1ccc([N+](=O)[O-])cc1)c1ccncc1,0.6%,-1.5%,-38.7%,-2.2%,13.8%,14.6%,0.2%,i,0.1,1.1%
